p53 reactivator = qHTS assay for re-activators of p53 using a Luc reporter; H1299 p53-A138V BP100-luciferase reporter, luminescence, 24 h; Potency, µM (series often up to 92.2 µM), for the others: top-dose activity change, positive = activation, hits mostly activators; 320,000 tested, 0.063% active; AID 504706, 2011; also: potency is read from the fitted curve at half-maximal effect; % of control where 0% means no effect; nearly all actives have a fitted effect of over 45% in size
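H1299 (p53-null), stable ts p53-A138V + BP100-Luc; 1000 cells/well, Opti-MEM/10% FBS; cpd 4 pt, 1:5; 24 h, 37 deg C, 5% CO2; detection reagent 10 min RT; luminescence.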
ASM inhibitor = Inhibitors of Secretory Acid Sphingomyelinase (S-ASM): qHTS; Sphingomyelin phosphodiesterase (Homo sapiens), P17405; placental ASM, HMU-PC fluorogenic substrate, 60 min; Potency, µM (series often up to 57.5 µM), for the others: at the top dose activity change, negative = inhibition, most hits filed as inhibitors; 340,000 tested, 0.006% active; also: potency is read from the fitted curve at half-maximal effect
Target sequence (P17405 47-631 limits assumed): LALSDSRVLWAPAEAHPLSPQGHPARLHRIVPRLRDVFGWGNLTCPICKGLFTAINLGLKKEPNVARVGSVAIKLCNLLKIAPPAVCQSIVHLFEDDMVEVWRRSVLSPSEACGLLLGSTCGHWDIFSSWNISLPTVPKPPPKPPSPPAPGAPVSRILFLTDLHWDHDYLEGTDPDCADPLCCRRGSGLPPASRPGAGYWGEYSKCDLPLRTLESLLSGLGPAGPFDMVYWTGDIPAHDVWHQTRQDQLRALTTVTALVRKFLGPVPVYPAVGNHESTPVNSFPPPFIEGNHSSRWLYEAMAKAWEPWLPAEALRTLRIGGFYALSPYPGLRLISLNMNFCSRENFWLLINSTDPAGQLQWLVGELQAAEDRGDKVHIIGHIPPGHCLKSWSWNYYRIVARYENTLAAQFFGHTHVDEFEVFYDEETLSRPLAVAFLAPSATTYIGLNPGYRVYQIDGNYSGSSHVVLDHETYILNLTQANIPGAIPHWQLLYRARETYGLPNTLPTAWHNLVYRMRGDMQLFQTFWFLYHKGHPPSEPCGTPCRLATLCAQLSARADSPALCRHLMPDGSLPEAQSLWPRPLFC
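Fluorogenic HMU-PC substrate (9 uM final) is turned over by placental ASM in 60 min at 37 C after a 10 min compound preincubation. Reaction ended by alkaline stop (pH 10), with fluorescence read at 386/447 nm.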
TSG101-PTAP inh = qHTS Assay for Iinhibitors of HIV-1 Budding by Blocking the Interaction of PTAP/TSG101 | AID 493005, 2010 | Tumor susceptibility gene 101 protein (Homo sapiens), Q99816 | Potency, µM (doses to about 115 µM), for the others: at the top dose activity change, negative = inhibition, usual class: inhibitors | Fluorescence polarization, FITC-PTAP peptide / Tsg101 binding | 340,000 tested, under 10 active; active = well fitted inhibition curve with a large enough effect in the main read-out, with a control signal flat, not every such curve was filed as active; inconclusive = small, poorly fitted or top-dose-only effect, or effect the other way, or a change in a side signal; inactive = no such curve, though single readings can be large or run the other way; also: potency is read from the fitted curve at half-maximal effect; % of control where 0% means no effect
Target sequence (Q99816 whole entry, looked up): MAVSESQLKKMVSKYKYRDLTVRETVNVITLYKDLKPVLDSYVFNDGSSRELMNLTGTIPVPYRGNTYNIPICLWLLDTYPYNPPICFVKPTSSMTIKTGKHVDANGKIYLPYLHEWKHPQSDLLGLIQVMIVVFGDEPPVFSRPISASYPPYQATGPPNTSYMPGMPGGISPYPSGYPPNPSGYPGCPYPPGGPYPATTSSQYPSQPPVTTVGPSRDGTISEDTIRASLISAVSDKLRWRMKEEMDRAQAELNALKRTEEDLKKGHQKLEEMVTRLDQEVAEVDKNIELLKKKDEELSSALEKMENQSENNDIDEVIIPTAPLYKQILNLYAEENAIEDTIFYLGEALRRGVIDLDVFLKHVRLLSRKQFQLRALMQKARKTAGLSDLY
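FP read-out: FITC-PTAP peptide, 50 nM final, binding Tsg101 binding domain, 10 uM final; 20 min, r.t.; 10 mM HEPES pH 7.5, 0.15 M NaCl, 0.01% Tween 20, 3 mM EDTA, 0.1 mM TCEP.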
USP2a inh = qHTS Assay for Inhibitors of Ubiquitin-specific Protease USP2a Using CHOP2 as the Reporter; Ubiquitin carboxyl-terminal hydrolase 2 (Homo sapiens), O75604; USP2 core, Ub-CHOP2 coupled fluorogenic reporter, 485/531; Potency, µM (doses to about 38.3 µM), inactives show top-dose activity change, negative = inhibition, most hits filed as inhibitors; 330,000 tested, 0.01% active;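 also: potency is read from the fitted curve at half-maximal effect; plate controls were DMSO wells for no effect and full inhibition by NEM control for full effect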
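Cell-free coupled assay: 10nM USP2 core preincubated 30min RT with compound in Tris-HCl pH 8.0/CaCl2/CHAPS buffer, then 25nM Ub-CHOP2 and 25nM reporter substrate; fluorescence (Ex 485/Em 531) read after 60min RT, normalized to NEM inhibition, concentration-response curves fitted.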
uPA generation = qHTS for Inhibitors of Cell Surface uPA Generation; AID 540303, 2011; Potency, µM (series often up to 38.3 µM), without a hit: at the top dose activity change, negative = inhibition, usual class: inhibitors; 330,000 tested, 0.31% active; cell surface uPA generation assay, qHTS; active = well fitted inhibition curve with a large enough effect; inconclusive = small, poorly fitted or top-dose-only effect; inactive = no such curve, though single readings can be large or run the other way; tested in mouse RAW 264.7 cells; also: potency is read from the fitted curve at half-maximal effect; % is scaled to controls: 0 for no effect and ±100 for the full control effect; nearly all actives have a fitted effect of over 55% in size
Eya2 phos inh = qHTS Assay for Inhibitors of the Phosphatase Activity of Eya2; recombinant Eya2, OMFP fluorescence dephosphorylation (OMFP is methylfluorescein phosphate); Potency, µM (titrated, usually from 76.9 µM), inactives show at the highest dose activity, negative = inhibition, hits mostly inhibitors; 330,000 tested, 0.006% active; AID 488837, 2010; also: potency is read from the fitted curve at half-maximal effect; % is scaled to controls: 0 for no effect and ±100 for the full control effect
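Eya2 protein (added as 0.2 uM solution) was preincubated with compound for 10 min at ambient temperature in 50 mM HEPES pH 7.5, 50 mM NaCl, 5 uM MgCl2, 0.05% BSA, 1 mM DTT. OMFP (added at 50 uM) then reacted 10 min; fluorescence read at 485/525 nm.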
TRPV1 agonist = HTS Assay for Compounds that Act as Agonists of the Vanilloid Receptor 1. activation, % at 8.33 µM. TRPV1-expressing cells, Fluo-8 calcium influx, agonist mode. 320,000 tested, 0.19% active; in the data active = activation above about 80%; inconclusive = between about 30% and that limit; also: 0% is about no effect
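Fluo-8 calcium influx in TRPV1-expressing cells, kinetic read (ex 480/em 520 nm). Compound added and read 3 min for agonist activity, followed by capsaicin at EC20 final and 2 min further read for enhancement.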
BRCA1 expr act = qHTS Assay to Identify Small Molecule Activators of BRCA1 Expression; AID 624202, 2012; 380,000 tested, 1.1% active; Potency, µM (series often up to 46.1 µM), without a hit: at the top dose activation, usual class: activators; MCF7-BRCA1-FFLuc reporter, luminescence, 48 h; response scale: scaled: vehicle 0%, 10 µM genistein 100%; also: potency is read from the fitted curve at half-maximal effect; nearly all actives have a fitted effect of over 80% in size; some results filed as inactive show a strong effect at the top dose
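Luminescence from a BRCA1-driven firefly luciferase in MCF7 cells was read after 48 h compound exposure at 37 C. Data normalized against DMSO and a 10microM genistein activation control, then curve-fitted across the titration.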
B2AR arrestin = qHTS assay of beta-arrestin-biased ligands of beta2-adrenergic receptor. Beta-2 adrenergic receptor (Homo sapiens), P07550. beta-arrestin recruitment to beta2AR, cell-based reporter. Potency, µM (top dose mostly 46.1 µM), for inactives: top-dose activation, hits mostly activators. 330,000 tested, 0.02% active;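 also: potency is read from the fitted curve at half-maximal effect; 0% = DMSO controls and full agonism = EC100 isoproterenol or metaproterenol; nearly all actives have a fitted effect of over 65% in size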
ELG1 genotoxic = qHTS screen for small molecules that induce genotoxicity in human embryonic kidney (HEK293T) cells expressing luciferase-tagged ELG1 | HEK293T ELG1-luciferase reporter, luminescence, 16 h | 330,000 tested, 1.3% active | AID 504466, 2011 | Potency, µM (titrated, usually from 46 µM), for the others: at the highest dose activity change, positive = activation, hits mostly activators; also: potency is read from the fitted curve at half-maximal effect; % of control where 0% means no effect; nearly all actives have a fitted effect of over 60% in size
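Genotoxicity was scored as increased ELG1-luciferase reporter signal, measured by ONE-Glo luminescence (30 min, room temperature). Compound or vehicle exposure of the HEK293T reporter cells lasted 16 hr at 37°C.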
Integrin act MD = qHTS for Activators of Integrin-Mediated Alleviation for Muscular Dystrophy; alpha7betagal myoblasts, beta-gal FDG fluorescence, 48 h; Potency, µM (top dose mostly 38.3 µM), for inactives: at the highest dose activation, hits mostly activators; 350,000 tested, 0.064% active; AID 624291, 2012;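 also: potency is read from the fitted curve at half-maximal effect; 100% = response of the positive control SU9516; nearly all actives have a fitted effect of over 60% in size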
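alpha7betagal+/- myoblasts (passage 13, 250/well) treated 48 h at 37C with compounds at 1:260 dilution of DMSO stock. Lysed, then beta-galactosidase activity read as FDG fluorescence (ex 480/em 540) after 30 min, with pre-read for autofluorescence.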
Active calls of the source: *; [ ] = dose if it differs, or a comment. Unless noted, calls follow the shape of the dose curve; as a rule, active = well fitted curve in the direction sought with a large enough effect; inconclusive = small, poorly fitted or top-dose-only effect, or another doubt; inactive = no such curve, though single readings can be large; an effect the other way counts as inactive or inconclusive.

Screening O=C(c1ccc(Cl)cc1)N1CCN(c2ccnc3cc(Cl)ccc23)CC1 returned p53 reactivator -8%, ASM inhibitor -3%, TSG101-PTAP inh -10%, USP2a inh -1%, uPA generation -1%, Eya2 phos inh -8%, TRPV1 agonist inconclusive, BRCA1 expr act -72%, B2AR arrestin 0.3%, ELG1 genotoxic -17% and Integrin act MD -34%.
CN(C)c1ccc(C(C[N+](=O)[O-])c2c(N)n(C)c(=O)n(C)c2=O)c(F)c1C#N (stereo not given) was read as p53 reactivator -12%, ASM inhibitor 42%[activator], TSG101-PTAP inh -5%, USP2a inh 3%, uPA generation inconclusive, Eya2 phos inh -13%, TRPV1 agonist -4, BRCA1 expr act -63%, B2AR arrestin -0.1%, ELG1 genotoxic 8% and Integrin act MD -76%[inhibitor].
`CSc1nnc(-c2ccc(C(F)(F)F)cn2)o1` gave p53 reactivator 2%, ASM inhibitor 0%, TSG101-PTAP inh -3%, USP2a inh 0%, uPA generation 0%, Eya2 phos inh -21%, BRCA1 expr act 38%, B2AR arrestin -0.2%, ELG1 genotoxic 7% and Integrin act MD 18%.
CN(C)S(=O)(=O)c1cccc(NC(=O)CSc2nc3ccccc3[nH]2)c1 was read as p53 reactivator 1%, ASM inhibitor 0%, TSG101-PTAP inh 0%, USP2a inh 0%, uPA generation -1%, Eya2 phos inh 7%, TRPV1 agonist 14, BRCA1 expr act -18%, B2AR arrestin 0.3%, ELG1 genotoxic -15% and Integrin act MD -30%.
For COc1ccc(C(=O)C2CCCN(Cc3cnc(N4CCCC4)s3)C2)cc1OC (stereo not given) the results were p53 reactivator -4%, ASM inhibitor 3%, TSG101-PTAP inh -4%, USP2a inh 7%, uPA generation 0%, Eya2 phos inh 2%, TRPV1 agonist 4, BRCA1 expr act -11%, B2AR arrestin inconclusive, ELG1 genotoxic 3% and Integrin act MD -27%.
Screening CC12CN3CC(C)(CN(C1)C3c1ccc3c(c1)OCO3)C2O (stereo not given) returned p53 reactivator 0%, ASM inhibitor -1%, TSG101-PTAP inh -2%, USP2a inh 2%, uPA generation -20%, Eya2 phos inh -2%, TRPV1 agonist 1, BRCA1 expr act -7%, B2AR arrestin -0.7%, ELG1 genotoxic 0% and Integrin act MD inconclusive.
COc1cc(C(=O)OCC(=O)N2CCC(Cc3ccccc3)CC2)cc(OC)c1OC was read as p53 reactivator -2%, ASM inhibitor -3%, TSG101-PTAP inh -6%, USP2a inh -1%, uPA generation 3%, Eya2 phos inh -3%, TRPV1 agonist 7, BRCA1 expr act -16%, B2AR arrestin 0.3%, ELG1 genotoxic 0% and Integrin act MD -9%.
Screening Cc1cc(=O)oc2c1c(C)nn2-c1nn[nH]n1 returned p53 reactivator -8%, ASM inhibitor 3%, TSG101-PTAP inh -4%, USP2a inh 0%, uPA generation 1%, Eya2 phos inh 13%, TRPV1 agonist 3, BRCA1 expr act -35%, B2AR arrestin -0.3%, ELG1 genotoxic -2% and Integrin act MD 23%.
`Cc1ccc(C(=O)OCC(=O)N2CCc3ccccc32)cc1` gave p53 reactivator 11%, ASM inhibitor 1%, TSG101-PTAP inh -3%, USP2a inh -1%, uPA generation 1%, Eya2 phos inh 1%, TRPV1 agonist 14, BRCA1 expr act 79%, B2AR arrestin 0.5%, ELG1 genotoxic 9% and Integrin act MD 23%.
For O=C(NCc1cccs1)c1ccc(CS(=O)Cc2cccc(Cl)c2)o1 (stereo not given) the results were p53 reactivator -2%, ASM inhibitor -1%, TSG101-PTAP inh -7%, USP2a inh 5%, uPA generation -7%, Eya2 phos inh -11%, TRPV1 agonist 3, BRCA1 expr act -2%, B2AR arrestin -0.4%, ELG1 genotoxic -2% and Integrin act MD -15%.

Quoted at random: two records from the list.
CN(C)S(=O)(=O)c1cccc(NC(=O)CSc2nc3ccccc3[nH]2)c1 was read as p53 reactivator 1%, ASM inhibitor 0%, TSG101-PTAP inh 0%, USP2a inh 0%, uPA generation -1%, Eya2 phos inh 7%, TRPV1 agonist 14, BRCA1 expr act -18%, B2AR arrestin 0.3%, ELG1 genotoxic -15% and Integrin act MD -30%.
For O=C(NCc1cccs1)c1ccc(CS(=O)Cc2cccc(Cl)c2)o1 (stereo not given) the results were p53 reactivator -2%, ASM inhibitor -1%, TSG101-PTAP inh -7%, USP2a inh 5%, uPA generation -7%, Eya2 phos inh -11%, TRPV1 agonist 3, BRCA1 expr act -2%, B2AR arrestin -0.4%, ELG1 genotoxic -2% and Integrin act MD -15%.

Further entries.
Screening CC(C)=CCCC(C)CN(C)CCc1ccccn1 (stereo not given) returned p53 reactivator -14%, ASM inhibitor -2%, TSG101-PTAP inh -3%, USP2a inh -1%, Eya2 phos inh -3%, TRPV1 agonist 3, BRCA1 expr act -10%, B2AR arrestin 0.3%, ELG1 genotoxic -5% and Integrin act MD -13%.
`CCCCOc1cccc(C(=O)Nc2ccc(NC(=O)c3ccco3)cc2)c1` gave p53 reactivator -4%, ASM inhibitor -2%, TSG101-PTAP inh 3%, USP2a inh -2%, uPA generation 0%, Eya2 phos inh 3%, TRPV1 agonist -3, BRCA1 expr act 2%, B2AR arrestin 0.2%, ELG1 genotoxic inconclusive and Integrin act MD 4%.
For COc1cc(CN2CCCC(N3CCN(c4ccc(F)cc4)CC3)C2)ccc1F (stereo not given) the results were p53 reactivator -41%[inhibitor], ASM inhibitor 5%, TSG101-PTAP inh 0%, USP2a inh 1%, uPA generation -13%, Eya2 phos inh 2%, TRPV1 agonist 7, BRCA1 expr act -16%, B2AR arrestin -0.2%, ELG1 genotoxic -5% and Integrin act MD -3%.
`Cc1ccc(N2C(=O)C(c3c(C)[nH]n(-c4ccccc4)c3=O)(C(F)(F)F)C3=C2CC(C)(C)CC3=O)cc1` (stereo not given) gave p53 reactivator 17%, ASM inhibitor -7%, TSG101-PTAP inh -1%, USP2a inh 0%, uPA generation 5%, Eya2 phos inh -26%, TRPV1 agonist -3, BRCA1 expr act -26%, B2AR arrestin -0.2%, ELG1 genotoxic -1% and Integrin act MD 10%.
`N#Cc1cccc(CN2CCC(=O)N(CCO)CC2)c1` gave ASM inhibitor 5%, TSG101-PTAP inh 3%, USP2a inh 0%, uPA generation -1%, Eya2 phos inh 10%, TRPV1 agonist 1, BRCA1 expr act 6%, B2AR arrestin 0.1%, ELG1 genotoxic 2% and Integrin act MD 4%.
O=C(NCCc1nnc2ccc(SCC(=O)N3CCCC3)nn12)c1ccccc1 was read as p53 reactivator -7%, ASM inhibitor 4%, TSG101-PTAP inh -4%, USP2a inh 2%, uPA generation 1%, Eya2 phos inh -11%, TRPV1 agonist -6, BRCA1 expr act 15%, B2AR arrestin 0.5%, ELG1 genotoxic 1% and Integrin act MD -4%.
For O=C(NCC1CCCO1)C(c1cccs1)N(Cc1cccs1)C(=O)c1ccc(-c2ccccc2)[nH]1 (stereo not given) the results were p53 reactivator -5%, ASM inhibitor -14%, TSG101-PTAP inh 10%, USP2a inh 0%, uPA generation -8%, Eya2 phos inh 6%, TRPV1 agonist 12, BRCA1 expr act -77%, B2AR arrestin inconclusive, ELG1 genotoxic -5% and Integrin act MD 0%.
Cc1ccc(S(=O)(=O)Nc2ccncc2)c(C)c1N(C)S(=O)(=O)c1ccc(Cl)cc1 was read as p53 reactivator -4%, ASM inhibitor 4%, TSG101-PTAP inh -1%, USP2a inh 3%, uPA generation 6%, Eya2 phos inh 6%, TRPV1 agonist -2, BRCA1 expr act inconclusive, B2AR arrestin -0.4%, ELG1 genotoxic 0% and Integrin act MD 19%.
For COc1ccc(CCN(C)Cc2c(O)ccc3cc(Br)ccc23)cc1OC the results were p53 reactivator -3%, ASM inhibitor -4%, TSG101-PTAP inh -1%, USP2a inh -2%, uPA generation -6%, Eya2 phos inh 7%, TRPV1 agonist 25, BRCA1 expr act -10%, B2AR arrestin -0.3%, ELG1 genotoxic 9% and Integrin act MD -25%.
